# NOD2 inhibition = inhibition of NOD2-driven NF-kB reporter – cell-based, luminescence, uHTS, HEK293 (AID 1566). 0.63% of 290,000 active. one-dose inhibition, % at 4 µM; EC50 in µM for titrated hits. HEK293 NOD2/NF-kB luciferase reporter, luminescence; higher % means a stronger effect; note: many of its hits are not listed in these tables
# Myeloid diff MLP = promotes myeloid progenitor differentiation. ER-HoxA9 myeloid progenitors, lysozyme-GFP differentiation, flow cytometry. calls only at 10 µM. 1% of 360,000 active;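 active = normalized GFP-positive differentiation at or above the plate's own cutoff, the solvent-only control mean plus 3 SD; inconclusive = no clear call, values can overlap the other calls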;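 note: cells exposed to compound for four days before flow analysis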
# LYP phosphatase = PTPN22 lymphoid phosphatase activity blockers – biochemical, fluorescence intensity, uHTS (AID 1779) | 0.054% of 290,000 active | inhibition, % at 11.5 µM; hits with a dose series show IC50 in µM | recombinant LYP phosphatase, fluorescence intensity; higher % means a stronger effect;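 note: plate controls were vehicle with enzyme for no effect and no enzyme for full effect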
# Lipid droplet = modulators of hepatic lipid droplet formation; AML12 mouse hepatocytes, oleate lipid droplets, BODIPY imaging; inhibition, % at 6.5 µM; 0.4% of 240,000 active;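 active = lipid droplet intensity inhibited by at least 50%, with more than 500 cells counted; inconclusive = wells with under 300 cells, treated as cytotoxic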
#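 Assay system: AML12 hepatocytes (mouse); Probe or stimulus: oleic acid at 100 µM to induce lipid droplet formation; Dosing: compound at 6.5 µM only; Schedule: compound with oleate, overnight; Detection: fluorescence imaging, 20x objective, two fields per well; Measure: % inhibition of lipid droplet signal.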
# NS5 inhibitors = flavivirus cap methylation enzyme inhibition – biochemical, confirmation dose response, primary screen (AID 588689) | Dengue-2 NS5 methyltransferase capping enzyme assay, biochemical; higher % means a stronger effect | one-dose inhibition, % at 25 µM; IC50 in µM for titrated hits | 0.3% of 340,000 active; in the data active = a potency from the dose series; inconclusive = inhibition above about 29% without an active follow-up result
# AID2073 = inhibitors of Mint1-CaV2.2 protein interaction, biochemical, HTRF (AID 2073); HTRF protein-protein interaction, Mint1-CaV2.2; higher % means a stronger effect; inhibition, % at 20 µM, or IC50 in µM where a hit was titrated; 0.19% of 290,000 active; in the data active = inhibition mostly above about 51%, no sharp cut-off; inconclusive = no clear call, values can overlap the other calls; inactive = mostly below about 53%; note: some results filed as inactive read as strong as hits
# XIAP antagonists = XIAP antagonists, biochemical, IAP family, fluorescence polarization (AID 1018) | XIAP BIR domain, fluorescence polarization peptide displacement; higher % means a stronger effect | 0.007% of 200,000 active | displacement, % at 20 µM; hits with a dose series show IC50 in µM; in the data active = displacement above about 50%; note: a part of the inactive calls stands beside numbers as strong as those of hits
# HIV fusion peptide = cell-free HIV fusion peptide-binding blockers – biochemical, uHTS, fluorescence dequenching, primary screen (AID 1986); 0.3% of 290,000 active; inhibition, % at 20 µM, or IC50 in µM where a hit was titrated; cell-free peptide binding, fluorescence dequenching, 30 min; higher % means a stronger effect; in the data active = inhibition mostly above about 52%, no sharp cut-off; inactive = mostly below about 76%; note: some results filed as inactive read as strong as hits
# SIAH1 antagonists = Siah-1 peptide-binding antagonists, primary screen, biochemical, fluorescence polarization, rhodamine-plectin, uHTS (AID 1817) | Siah-1 / rhodamine-plectin peptide fluorescence polarization; higher % means a stronger effect | displacement, % at 20 µM; hits with a dose series show IC50 in µM | 0.02% of 290,000 active;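 active = displacement of at least 50% at 20 µM, with a fluorescence ratio check between 0.3 and a set limit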;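 note: plate controls were Siah plus tracer with DMSO for no effect and tracer alone without Siah for full effect; strong numbers were not always called active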
# Lipid droplet cells 6.5 µM = recorded beside Lipid droplet, whose call it bears; cell count; measured here: cell count, cytotoxicity flag;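 cells counted across two imaged fields per well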
# NS5 inhibitors pilot replicate = recorded beside NS5 inhibitors, whose call it bears; inhibition, %; measured here: pilot screen replicate inhibition
# Myeloid diff MLP GFP+ MAC1+ % = second read-out of Myeloid diff MLP, no call of its own (marks repeat the call); GFP+ MAC1+ double positive, %; measured here: differentiation confirmed by MAC1 staining
# * = called active by the depositor; i = inactive; ? = inconclusive; nt = no result given. Cut-off read from the data, not from the text of the source, unless noted: active = inhibition above about 50%; inactive = the rest. The list is partial; count on the stated rates, not on these rows.
SMILES,NOD2 inhibition,Myeloid diff MLP,Myeloid diff MLP GFP+ MAC1+ %,LYP phosphatase,Lipid droplet,Lipid droplet cells 6.5 µM,NS5 inhibitors,AID2073,XIAP antagonists,HIV fusion peptide,SIAH1 antagonists,others
COc1ccc(NC(=S)Nc2cccc3cnccc23)cc1,14%,i,0.4,-2%,-46,572,6%,78%*,0.0%,24%,101%,
OC(c1ccccc1)c1nccc2ccccc12 (configuration not stated),7%,i,0.2,-7%,-31,662,-5%,4%,-7.5%,-1.6%,-3%,
CC(=O)CSc1ncnc2sc3c(c12)CCC(C)C3 (configuration not stated),-21%,i,0.1,-2%,4,684,-4%,6%,-5.2%,-1.1%,0%,
O=C(c1c[nH]c2ccccc12)C(F)(F)F,4%,i,1.4,-4%,11,777,-2%,-4%,nt,-0.5%,4%,
COc1cccc(/C=C(/C#N)c2nc3ccccc3[nH]2)c1OC(C)C(=O)O (configuration not stated),13%,i,0.6,-2%,2,425,6%,25%,nt,2.8%,0%,
C=CCN(C(=O)CNC(=O)c1ccco1)C(C(=O)NC1CCCCC1)c1ccc(OC)cc1OC (configuration not stated),0%,i,0.7,-5%,nt,nt,2%,8%,-1.0%,-0.7%,1%,
C/C(N)=C(/C#N)C(=O)COC(=O)CNS(=O)(=O)c1c(F)cccc1F,12%,i,0.1,-5%,7,697,-8%,0%,-4.4%,-0.4%,-6%,
NNC(=S)NCc1ccc2c(c1)OCO2,-4%,i,0.5,-3%,-5,622,-4%,-17%,-17%,-1.9%,0%,
CC(C)CC(=O)NC(=S)Nc1ccc(S(=O)(=O)N2CCN(C)CC2)cc1,21%,i,0.5,1%,-8,677,-7%,5%,-3.0%,-0.4%,0%,
COc1ccc(C(=O)O)cc1NC(=S)NC(=O)/C=C/c1ccc(C(C)C)cc1,-10%,i,0.4,7%,6,427,16%,15%,nt,74%,-4%,
COc1ccc(OCC(O)CNC(=O)c2sccc2Cl)cc1 (configuration not stated),26%,i,0.5,-7%,-6,677,-5%,-6%,nt,-1.2%,0%,
COc1ccccc1CCC(=O)NNC(=O)c1ccccc1,1%,i,1.1,-7%,8,748,-7%,3%,nt,-0.6%,12%,
CC(=O)Nc1ccc(C(=O)Nc2cc(C(F)(F)F)ccc2-n2cnc3ccccc32)cc1,10%,i,0.3,-11%,8,725,-10%,4%,-5.5%,-0.6%,-4%,
CN(Cc1ccccc1)Cc1nc2c(c(=O)n(C)c(=O)n2C)n1Cc1ccc(Cl)cc1,7%,i,0.6,4%,12,619,-13%,7%,1.6%,1.0%,1%,
COC(=O)Cn1c(=NC(=O)c2nc3ccccc3s2)sc2cc(S(C)(=O)=O)ccc21,7%,nt,nt,-8%,1,472,nt,4%,-7.9%,0.9%,-1%,
Cc1cc(CN(C)C(=O)CC2C(=O)NCCN2Cc2c(F)cccc2Cl)on1 (configuration not stated),10%,i,0.5,0%,2,676,-1%,8%,nt,-0.8%,6%,
O=C(/C=C/c1ccccc1)Nc1cc(NC(=O)/C=C/c2ccccc2)cc(C(=O)O)c1,-2%,i,0.7,1%,-2,835,-14%,12%,nt,59%,7%,
O=C(c1ccccc1Cl)N1CCC(O)(c2cccnc2)CC1,-3%,i,0.3,-9%,-2,701,0%,-1%,-9.0%,-1.3%,-2%,
Cc1cccc2cc(CN(CCCN3CCOCC3)Cc3nnnn3C(C)(C)C)c(=O)[nH]c12,2%,i,6.1,-9%,0,699,-8%,21%,-4.0%,0.0%,3%,
O=C(CSCc1ccc(Cl)cc1)Nc1ccc(S(=O)(=O)N2CCOCC2)cc1,16%,i,0.9,-1%,-4,630,3%,-5%,-11%,2.3%,9%,
Cc1cc(C(=O)N/N=C/c2ccccn2)c2ccccc2n1,-11%,i,3.0,-4%,18,734,2%,-9%,nt,-1.8%,0%,
O=C(c1ccc2snnc2c1)N1CCCCC1,6%,i,0.5,-5%,-1,723,-4%,11%,-3.1%,1.6%,0%,
CCCNC(=O)c1ccc(N2CCC3(CC2)CC(c2ccccc2)=NO3)c(NC(=O)Cc2ccc(F)cc2)c1,-18%,i,0.4,-8%,38,816,-5%,8%,nt,-0.2%,-3%,
CC1=NN(C(=O)COc2ccccc2)C(O)(c2ccccc2)C1 (configuration not stated),10%,i,0.4,-5%,-23,527,-3%,-4%,-4.4%,-0.3%,6%,
CCN(CC)c1ccc(S(=O)(=O)N2CCOCC2)cc1NC(=O)CSc1n[nH]c(N)n1,10%,i,0.2,-7%,4,738,-4%,1%,nt,-1.6%,2%,
Cc1ccc(Cn2ccc(NC(=O)c3cc(CC(C)C)on3)n2)cc1,5%,i,2.1,7%,-3,597,-3%,2%,-7.7%,-2.3%,-4%,
Cc1cc([N+](=O)[O-])nn1Cc1ccccc1F,20%,i,1.1,-7%,nt,nt,1%,5%,-2.4%,-0.6%,4%,
Cc1ccc(C)c(OCC(=O)Nc2ccc(S(=O)(=O)Nc3ccccn3)cc2)c1,14%,i,0.2,-2%,-3,663,5%,16%,-2.9%,5.5%,11%,
CC(=O)Nc1c(O)nc(SC/C=C/CSc2nc(O)c(NC(C)=O)c(=O)[nH]2)[nH]c1=O,12%,i,0.3,-6%,4,699,4%,-6%,-6.5%,-0.8%,0%,
CCCOc1ccc(C(=O)Nn2c(C)nc3ccccc3c2=O)cc1,17%,i,5.7,-7%,nt,nt,-2%,4%,-1.7%,3.3%,4%,
CC1CCC/C(=N/Nc2ccc([N+](=O)[O-])cc2[N+](=O)[O-])C1 (configuration not stated),-123%,i,1.0,-3%,24,800,4%,-5%,1.6%,-1.9%,-1%,
O=C(NCc1cccnc1)C1CCN(c2ccc(S(=O)(=O)N3CCOCC3)cc2Cl)CC1,0%,i,0.8,-8%,-4,720,-4%,28%,-16%,-0.5%,9%,
CC(=O)c1cccc(NC(=O)CN(C)S(=O)(=O)c2cccc3nsnc23)c1,13%,?,nt,-4%,-3,731,2%,15%,nt,-0.2%,-6%,
Cc1ccnc(SCC(=O)c2cc3ccccc3o2)n1,0%,i,1.5,0%,10,689,0%,-16%,-5.2%,-1.1%,-1%,
COC(=O)c1c(C(=O)OC)c2n(c1C)Cc1ccccc1C2,14%,i,1.3,-5%,nt,nt,-2%,8%,-2.9%,0.1%,0%,NS5 inhibitors pilot replicate=3.7
NC(=S)NNC(=O)c1cccc(Cl)c1,-15%,i,0.8,-7%,0,725,-1%,-1%,nt,-2.9%,-2%,
CN(C)N=Nc1nc2c(c(=O)n(C)c(=O)n2C)n1C,14%,i,0.1,-2%,-5,706,nt,2%,nt,-0.5%,-2%,
CCOC(=O)c1sc(NC(=O)C(C)Sc2nc(N)cc(=O)[nH]2)nc1C (configuration not stated),13%,i,0.6,-5%,2,698,-3%,-6%,-4.3%,-0.6%,1%,
CCC1(C)N=c2c(c(=O)n(C)c(=O)n2C)=NO1 (configuration not stated),-2%,i,0.9,-7%,-2,871,-3%,6%,-5.0%,1.4%,-5%,
O=C(Nc1cc(S(=O)(=O)N2CCOCC2)ccc1N1CCOCC1)c1cn2ccccc2n1,20%,i,1.1,-11%,6,639,-1%,-5%,-7.8%,-1.3%,-4%,
O=C(C1CCN(S(=O)(=O)c2ccccc2)CC1)N1CCN(Cc2ccc3c(c2)OCO3)CC1,10%,i,0.5,-12%,-5,820,-2%,10%,nt,-0.1%,2%,
O=C(O)c1cc(S(=O)(=O)Nc2cccc(Oc3ccccc3)c2)ccc1Br,-36%,i,3.7,-7%,-6,821,5%,10%,nt,29%,2%,
O=C1c2[nH]nc(-c3ccccc3O)c2C(c2cccc(O)c2)N1Cc1ccco1 (configuration not stated),25%,i,1.3,-3%,nt,nt,3%,4%,-2.8%,3.2%,-2%,
Cc1c(N=Cc2c(O)n(C)c(=O)c3ccccc23)c(=O)n(-c2ccccc2)n1C,11%,i,7.7,-11%,nt,nt,?,-5%,-4.7%,-3.2%,2%,
COc1ccc2nc(NC(=O)CN3C(=O)NC4(CCCCC4)C3=O)sc2c1,-20%,i,2.2,-5%,28,660,-7%,-3%,nt,0.0%,0%,
CN1CCN(C(=O)/C=C/c2cccc(Cl)c2)CC1,9%,i,0.9,-12%,3,829,1%,9%,nt,-0.8%,6%,
CCOc1ccc(C(=O)NC(=S)NCc2cccnc2)cc1[N+](=O)[O-],3%,i,0.2,-2%,12,694,-1%,-2%,-6.9%,2.4%,4%,
COc1ccc(C(=O)NC(Nc2ccccc2)C(Cl)(Cl)Cl)cc1 (configuration not stated),29%,i,0.7,-10%,nt,nt,-7%,-2%,-1.0%,-0.8%,1%,
Cc1cc(C)c2nc3s/c(=C/c4ccc5c(c4)n(C)c(=O)n5C)c(=O)n3c2c1,5%,nt,nt,3%,-6,686,nt,-7%,-10%,1.7%,-5%,
Cc1c(C#N)c2ccccc2n1CC(=O)N1CCCc2ccccc21,-3%,i,0.7,-4%,-8,775,-6%,-2%,-7.9%,0.4%,3%,
Cc1onc(-c2ccccc2)c1C(=O)N1CCN(S(=O)(=O)c2ccccc2Br)CC1,17%,i,0.2,-11%,-6,718,-3%,10%,nt,-0.9%,2%,
NS(=O)(=O)c1ccc(CCNC(=O)CSc2ccccc2)cc1,10%,i,0.8,-2%,nt,nt,5%,17%,-21%,-0.8%,2%,
O=C(COc1ccc(Br)cc1)N1CCNC1=O,0%,i,0.9,-7%,2,668,-4%,4%,nt,-0.5%,-1%,
Cc1ccc(C(=O)N(CCCN(C)C)c2nc3ccc(Cl)cc3s2)cc1C,-11%,i,0.8,0%,11,691,-9%,?,-6.1%,-1.7%,-4%,
N#CCC(=O)Nc1ccc(C(=O)NCc2cccc(Cl)c2)cc1,15%,i,0.6,0%,27,716,-5%,37%,nt,18%,11%,
O=C(COC(=O)c1cccc([N+](=O)[O-])c1)c1ccc(OCc2ccccc2)cc1,-47%,i,0.3,-3%,-39,376,-2%,-1%,-0.1%,-3.3%,1%,

# Compounds listed so far that contain a CF3 group (2):
SMILES,NOD2 inhibition,Myeloid diff MLP,Myeloid diff MLP GFP+ MAC1+ %,LYP phosphatase,Lipid droplet,Lipid droplet cells 6.5 µM,NS5 inhibitors,AID2073,XIAP antagonists,HIV fusion peptide,SIAH1 antagonists,others
O=C(c1c[nH]c2ccccc12)C(F)(F)F,4%,i,1.4,-4%,11,777,-2%,-4%,nt,-0.5%,4%,
CC(=O)Nc1ccc(C(=O)Nc2cc(C(F)(F)F)ccc2-n2cnc3ccccc32)cc1,10%,i,0.3,-11%,8,725,-10%,4%,-5.5%,-0.6%,-4%,

# High-throughput results: PubChem BioAssay, several laboratories
